Bioassay records: PubChem, several laboratories
ABHD5-PLIN5 inh – ABHD5-PLIN5 interaction inhibitors, primary screen, cell lysate, split luciferase complementation, luminescence; Perilipin-5 (Homo sapiens) + 1-acylglycerol-3-phosphate O-acyltransferase ABHD5 (Homo …; Split G. princeps luciferase complementation, 4 h; inhibition, % at 4 µM; hit rate 0.78% among 360,000; AID 602281, 2012;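 active = inhibition above the mean inhibition across every tested compound plus 3 SD, cut at about 22% in these data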;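 also: 0% = DMSO only wells and the 100% control is not disclosed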
TLR9-MyD88 block – inhibitors of TLR9-MyD88 association in cells, primary screen, cell-based, CHO, BLA complementation, fluorescence; CCF4 FRET ratio; AID 504734, 2011; hit rate 0.21% among 340,000; inhibition, % at 4.98 µM;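 active = inhibition above the mean over all tested compounds plus 3 SD, cut at about 21% in these data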;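 also: 0% = DMSO only wells and 100% = clavulanate BLA inhibitor control wells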
SRC2 inh – inhibition of GAL4-SRC2 driven luciferase reporter, primary screen, SRC2 inhibitor project, cell-based, luminescence; Nuclear receptor coactivator 2 (Homo sapiens), Q15596; inhibition, % at 9 µM; HEK293 GAL4-SRC2 luciferase reporter; hit rate 0.17% among 370,000;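 active = inhibition above the mean inhibition of all tested compounds plus 3 SD, set per campaign, cut at about 52% in these data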;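 also: 0% = DMSO treated cells and 100% = cells given Gossypol at 36 µM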
NOD2 RIPK2 PPI – NOD2-RIPK2 binding disruptors in cells, primary screen, fluorescence, CHO cells, BLA complementation. Receptor-interacting serine/threonine-protein kinase 2 (Homo sapiens), O43353. CCF4 ratio. inhibition, % at 4.98 µM. hit rate 0.38% among 360,000. AID 624267, 2012; in the data active = inhibition above about 21%;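 also: 0% = vehicle only and 100% = reference blocker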
TWEAK Fn14 block – inhibitors of TWEAK-Fn14 signaling, primary screen, luciferase reporter cells, uHTS; TWEAK-stimulated Fn14 reporter cells, luciferase luminescence, 8 h; inhibition, % at 10 µM; hit rate 2% among 360,000; AID 1159606, 2016; in the data active = inhibition above about 50%
LRH-1 inv ag – LRH-1 (NR5A2) inverse agonists, primary screen, cell-based, luminescence, HEK293T, StAR-luciferase reporter; hit rate 0.13% among 360,000; Nuclear receptor subfamily 5 group A member 2 (Homo sapiens), O00482; LRH-1 transfected, 24 h; inhibition, % at 3.6 µM;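 active = inhibition above the mean inhibition of all tested compounds plus 3 SD, cut at about 73% in these data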;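 also: 0% = DMSO wells and 100% = reporter-only cells lacking LRH-1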
NCOA3 inh – SRC3 coactivator transcriptional activity inhibitors, primary screen, cell-based, luminescence. Nuclear receptor coactivator 3 (Homo sapiens), Q9Y6Q9. HEK293 GAL4-SRC3 luciferase reporter. inhibition, % at 3.6 µM. hit rate 0.17% among 360,000. AID 588352, 2011;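 active = inhibition above a per-campaign cutoff, the mean of all compounds plus 3 SD, cut at about 60% in these data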;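 also: 0% = DMSO-treated cells and 100% = gossypol-treated cells at 36 µM; higher means less SRC3-driven luciferase light from the GAL4 reporter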
NR2F2 inh – NR2F2 transcriptional activity inhibitors, primary screen, cell-based, luciferase reporter, HEK293T, luminescence. COUP transcription factor 2 (Homo sapiens), P24468. HEK293T NGFI-A luciferase reporter. inhibition, % at 8.6 µM. hit rate 0.7% among 370,000. AID 686940, 2013;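 active = inhibition above a per-plate cutoff, mean inhibition of test wells between control levels plus 3 SD, cut at about 38% in these data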;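 also: cells cotransfected with COUP-TFII expression vector driving the NGFI-A reporter; 0% = median of COUP-TF2 test wells and 100% = reporter-only cells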
TROY signal inh – inhibitors of TROY-driven NF-kB signaling, primary screen, Q293 LMP1-TROYcd cells, NF-kB luciferase, uHTS | Q293 LMP1-TROYcd NF-kB luciferase reporter, 4 h | inhibition, % at 10 µM | hit rate 0.98% among 360,000 | AID 1347056, 2019;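 active = compounds whose plate-normalised and pattern-corrected inhibition of the luciferase reporter signal at the single screening dose is 50% or more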
Exocytosis inh – LAMP-1 surface exposure blockers, TALL-104 cells – cell-based, flow cytometry, MLPCN library, primary screen; TALL-104 LAMP-1 surface exposure; cells stimulated with thapsigargin and PMA; inhibition, % at 10 µM; hit rate 0.66% among 360,000; AID 651702, 2012;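 active = inhibition above about 55%, limit read from the data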
NCOA1 inh – SRC1 coactivator transcriptional activity inhibitors, primary screen, cell-based, luminescence; inhibition, % at 3.6 µM; HEK293 GAL4-SRC1 luciferase reporter; hit rate 0.12% among 360,000;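 active = inhibition above the campaign mean plus 3 SD, with each screening campaign given its own cutoff, cut at about 60% in these data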;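 also: 0% = DMSO treated cells and 100% = gossypol at 36 µM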
Target sequence (Q15788 whole entry, looked up, the tested form may be a part): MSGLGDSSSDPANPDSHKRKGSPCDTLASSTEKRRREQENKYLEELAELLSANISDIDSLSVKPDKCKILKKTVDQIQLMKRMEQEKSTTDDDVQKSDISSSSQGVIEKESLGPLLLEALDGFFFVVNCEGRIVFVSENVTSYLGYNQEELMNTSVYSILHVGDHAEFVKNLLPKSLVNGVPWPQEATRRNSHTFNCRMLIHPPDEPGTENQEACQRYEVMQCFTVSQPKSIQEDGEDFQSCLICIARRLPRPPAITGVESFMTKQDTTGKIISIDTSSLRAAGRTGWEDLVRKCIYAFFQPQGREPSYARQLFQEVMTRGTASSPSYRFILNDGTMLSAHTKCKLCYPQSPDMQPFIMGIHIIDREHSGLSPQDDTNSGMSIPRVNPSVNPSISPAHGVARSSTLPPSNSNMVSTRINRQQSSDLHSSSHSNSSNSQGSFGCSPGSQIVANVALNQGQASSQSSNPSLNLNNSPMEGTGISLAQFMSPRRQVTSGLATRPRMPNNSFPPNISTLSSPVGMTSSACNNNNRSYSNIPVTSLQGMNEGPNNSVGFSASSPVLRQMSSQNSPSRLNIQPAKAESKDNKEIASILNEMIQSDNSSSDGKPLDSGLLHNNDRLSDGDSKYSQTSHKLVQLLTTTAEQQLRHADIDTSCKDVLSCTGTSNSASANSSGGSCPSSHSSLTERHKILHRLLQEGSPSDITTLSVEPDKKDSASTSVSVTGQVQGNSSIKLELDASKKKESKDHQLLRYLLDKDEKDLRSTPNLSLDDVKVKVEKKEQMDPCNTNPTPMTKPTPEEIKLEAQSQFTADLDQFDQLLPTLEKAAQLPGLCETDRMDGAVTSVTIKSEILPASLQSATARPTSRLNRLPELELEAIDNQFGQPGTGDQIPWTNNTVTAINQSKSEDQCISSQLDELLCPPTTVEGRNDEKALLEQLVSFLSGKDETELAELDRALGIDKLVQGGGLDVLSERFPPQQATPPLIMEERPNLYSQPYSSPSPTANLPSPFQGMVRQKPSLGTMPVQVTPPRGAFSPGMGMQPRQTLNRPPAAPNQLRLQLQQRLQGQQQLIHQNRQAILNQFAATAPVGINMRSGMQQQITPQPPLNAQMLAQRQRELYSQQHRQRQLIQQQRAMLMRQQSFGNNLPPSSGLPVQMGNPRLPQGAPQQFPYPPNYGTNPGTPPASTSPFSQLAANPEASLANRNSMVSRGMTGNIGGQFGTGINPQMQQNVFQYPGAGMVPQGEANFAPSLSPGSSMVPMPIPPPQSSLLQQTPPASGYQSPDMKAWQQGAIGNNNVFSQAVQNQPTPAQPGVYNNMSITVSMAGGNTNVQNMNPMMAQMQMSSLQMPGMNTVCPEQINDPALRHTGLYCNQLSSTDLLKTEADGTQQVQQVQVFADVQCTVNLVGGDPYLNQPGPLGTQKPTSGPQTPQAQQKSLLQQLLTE
The depositor's hits bear a star; · = no result given.

SMILES	ABHD5-PLIN5 inh	TLR9-MyD88 block	SRC2 inh	NOD2 RIPK2 PPI	TWEAK Fn14 block	LRH-1 inv ag	NCOA3 inh	NR2F2 inh	TROY signal inh	Exocytosis inh	NCOA1 inh
CCCNC(=O)C1(C)CCCN(C(=O)CN2C(=O)c3ccccc3C2=O)C1 (stereo unspecified)	10	·	18	-4	4	6	-8	-3	2	-9	4
Cc1ccc(C(=O)N/C(=C/c2ccco2)C(=O)NCCc2c[nH]c3ccccc23)cc1C	7	1	-8	-6	38	18	-12	12	·	9	0
C=CCNC(=O)C1CCCN(S(=O)(=O)c2ccc(-n3cnnn3)cc2)C1 (stereo unspecified)	3	3	-1	-22	-3	-3	9	2	8	7	-23
O=C(NCC(=O)N1CCN(C(=O)c2ccco2)CC1)c1cccc(Cl)c1	1	0	-12	-6	3	19	10	6	5	-1	-12
CC1(C)Cc2ccccc2C(NNC(=O)c2ccccc2)=N1	1	0	-16	6	5	6	3	18	-16	0	0
COC(=O)C1CCN(C(=O)COc2cc3sc(C)nc3c3sccc23)CC1	5	1	2	-8	0	22	2	-8	-2	3	13
COc1ccc(N=C2SC(CC(=O)Nc3ccccc3)C(=O)N2Cc2ccco2)cc1 (stereo unspecified)	12	-7	-7	1	12	-2	18	-1	-17	-3	12
CCCCn1c(N)c(N(CCOC)C(=O)CCS(=O)(=O)c2ccc(C)cc2)c(=O)[nH]c1=O	2	-8	-2	-17	-10	5	-13	8	-4	-1	7
CC(C)Oc1ccc(N2CC(C(=O)Nc3ccc4c(c3)OCO4)CC2=O)cc1 (stereo unspecified)	-2	-7	-26	-1	-14	5	-6	-13	10	-4	3
CC(=O)Nc1ccc(NC(=O)CCOc2ccccc2C)cc1	3	-3	-54	2	10	-23	-31	-9	3	1	5
O=[N+]([O-])c1ccc(-c2ccc(/C=N/c3c(-c4ccco4)nc4ccccn34)o2)cc1	-2	2	-5	3	3	5	-13	21	-16	0	-7
O=C(NCc1ccccc1)C(c1ccccc1)n1c(=O)c(-c2ccco2)nc2ccccc21 (stereo unspecified)	74*	·	-3	5	·	-5	·	-16	·	10	·
Cc1cc(C(F)(F)F)nc2c(Cl)c(C(C)(C)C)nn12	-2	·	-21	-10	-6	-3	-1	-13	0	1	-1
O=C(Nc1ccc(F)cc1F)N1CCCCC1c1cccnc1 (stereo unspecified)	1	-72	6	0	9	-9	-2	2	6	3	2
CS(=O)(=O)c1ccc2nc(NC(=O)CN3CCC(Cc4ccccc4)CC3)sc2c1	-8	7	4	-6	33	15	4	-2	-2	-13	-2
CN1OC[C@@H]2CN(C(=O)Cc3ccccc3)[C@H](c3ccccc3Br)C[C@@H]21	12	-1	-24	-3	-3	9	14	-8	-7	-2	-11
O=C1C=C(OCCF)CC(c2cccc([N+](=O)[O-])c2)O1 (stereo unspecified)	-5	·	3	-4	·	-22	·	13	·	10	·
N=c1sccn1CC(=O)N1CCc2ccccc21	3	11	-11	-2	-1	12	2	8	-7	-1	-3
Cc1ccnc(NC(=O)C2COc3ccccc3O2)c1 (stereo unspecified)	-4	2	-29	5	14	-135	-71	-11	-57	-1	-82
NC(=O)SCC(=O)Nc1ccc(Cl)c(Cl)c1	-18	6	0	-3	-5	14	-14	-11	-39	3	-22
CC(C(=O)NC1CCCC1)N1C(=O)c2cccc3cccc1c23 (stereo unspecified)	1	13	5	-3	8	2	-8	-4	0	-2	-5
COc1ccc(CC(=O)OCCc2cc3cc(OC)c(OC)cc3c(=O)o2)cc1	13	-1	1	1	-6	7	-17	3	-8	40	6
N=c1c(C(=O)NC2CCCCC2)cc2c(=O)n3ccccc3nc2n1Cc1ccc(F)cc1	5	-7	8	-19	-24	18	17	-5	-25	-2	21
Fc1ccc(Br)cc1/C=N/N1CCN(c2ccccc2)CC1	1	-9	7	-1	-22	11	-4	10	-11	22	-18

Copied from the entries so far (2 entries):
SMILES	ABHD5-PLIN5 inh	TLR9-MyD88 block	SRC2 inh	NOD2 RIPK2 PPI	TWEAK Fn14 block	LRH-1 inv ag	NCOA3 inh	NR2F2 inh	TROY signal inh	Exocytosis inh	NCOA1 inh
O=C1C=C(OCCF)CC(c2cccc([N+](=O)[O-])c2)O1 (stereo unspecified)	-5	·	3	-4	·	-22	·	13	·	10	·
N=c1sccn1CC(=O)N1CCc2ccccc21	3	11	-11	-2	-1	12	2	8	-7	-1	-3

New compounds follow:
SMILES	ABHD5-PLIN5 inh	TLR9-MyD88 block	SRC2 inh	NOD2 RIPK2 PPI	TWEAK Fn14 block	LRH-1 inv ag	NCOA3 inh	NR2F2 inh	TROY signal inh	Exocytosis inh	NCOA1 inh
O=C(O)C1CCCCC1C(=O)Nc1ccc(Cl)cc1 (stereo unspecified)	2	9	14	6	-2	-1	15	9	9	0	0
Cc1ccc(-c2nnc(-c3cccc(NC(=O)c4cccs4)c3)o2)cc1	0	3	-13	-2	-13	-34	-7	-7	11	4	-17
COC(=O)c1c(NC(=O)C2CCCCC2)sc2c1CC(C)(C)NC2(C)C	3	0	1	6	4	2	2	8	-3	4	-6
CCCOc1ccc(N2C(=O)CC(NCC#N)C2=O)cc1 (stereo unspecified)	-6	-6	-19	-15	-4	10	-9	6	1	-10	10
CC(=O)NS(=O)(=O)c1ccc(NC(=O)c2ccc3c(c2)NC(=O)CS3)cc1	1	-9	-17	-1	-12	-16	-33	2	12	-1	4
COC(=O)CSc1nc(C)c(C)c(C)c1C(N)=O	-4	-5	-12	4	-24	-9	15	1	3	1	0
CC(C)C[C@H](NC(=O)c1[nH]cnc1C(=O)Nc1ccccc1)C(=O)OC(C)(C)C	-9	0	-1	-2	15	6	14	11	-7	-2	5
O=C(CC1SC(N2CCOCC2)=NC1=O)Nc1ccc(F)cc1 (stereo unspecified)	2	-18	-8	-9	5	18	-12	-15	-2	5	1
O=C(CN(C1CCCCC1)S(=O)(=O)c1ccc(Br)cc1)NCc1cccnc1	-5	-8	-8	-9	6	10	13	-15	-9	-1	14
COc1ccc(S(=O)(=O)N2CCCCC2)cc1Br	-2	-7	-6	5	-18	-3	11	0	11	-4	-3
Cc1cc(S(=O)(=O)N2CCOCC2)ccc1OCC(=O)N1CCC(C)CC1	-5	-5	-4	4	-8	-2	-5	22	-3	-3	-5
C#CC(CC)(CC)NC(=O)c1c(C)noc1C	-7	0	4	-7	-20	12	10	4	-1	-2	15
CCOC(=O)c1cnn(-c2ccccc2)c1NC(=O)CCl	1	-4	1	4	5	-1	-7	9	-8	-6	-12
Cn1cc(S(=O)(=O)CC(=O)Nc2ccc3c(c2)OCCO3)c2ccccc21	-3	3	-21	-1	13	2	-3	-5	8	-2	-4
CCOC(=O)c1ccc(NC(=S)NCCCN2CCCCC2)cc1	4	-10	-3	-7	7	9	-1	8	-2	2	1
NC(=O)c1cccc(Nc2nc(C(N)COCc3ccccc3)cs2)n1 (stereo unspecified)	5	·	-5	-6	-24	-10	0	-17	-8	0	-6
Cc1nnc(SCC(=O)NC(C)(C)C)n1CCc1ccccc1	5	3	9	1	-29	-7	4	9	-4	0	-19
O=C(CNC(=O)c1cccc([N+](=O)[O-])c1)NC1CCCc2ccccc21 (stereo unspecified)	-4	-4	-20	-6	0	-5	-24	9	-8	-1	6
CC(NC(N)=O)C12CC3CC(CC(C3)C1)C2 (stereo unspecified)	2	-1	5	-8	-5	11	11	2	1	1	8
CC1(C)CC(=O)C=C(c2ccc(COC(=O)c3ccc(-c4ccccc4)cc3)cc2)C1=O	-3	4	3	-5	-19	3	-22	3	-15	-3	-5
CCN1C(=O)[C@@H]2[C@@H](c3ccc(SC4CCCCC4)c(OC)c3)N3CCCC[C@@]3(C(=O)OC)[C@@H]2C1=O	13	-8	11	-11	-22	-26	0	2	-11	-1	-12
COc1ccc(S(=O)(=O)N2CCN(CC(=O)NC3CCCC3)CC2)cc1	-1	5	-10	-8	12	9	-6	-9	-26	-1	18
CCOC(Cn1cc([N+](=O)[O-])c(=O)[nH]c1=O)OCC	0	1	-5	-13	1	-1	-8	7	7	4	-14
CNC(=O)c1sc(N2N=C3/C(=C\c4ccccc4)CCCC3C2c2ccccc2)nc1C (stereo unspecified)	1	-8	-17	-1	84*	-1	-1	6	48	-2	-4
O=C(/C=C/c1ccccc1[N+](=O)[O-])c1ccccc1Br	82*	-1	-23	1	10	8	-10	-12	-12	7	-10
COc1ccc(NC(=O)c2ccc(NC(=O)c3cccs3)cc2)cc1	-6	-5	-12	-17	-47	4	4	-29	-8	0	-14
CCOCCCn1c(=NC(=O)c2ccco2)c(C(=O)OCC)cc2c(=O)n3cccc(C)c3nc21	27*	-12	-11	-2	-23	-52	-18	-30	-20	10	-1
O=C(Nc1cc(C(F)(F)F)ccc1Cl)C(=O)N1CCCCC1	-2	0	10	-3	0	0	21	-3	9	0	-1
Cc1sc(NC(=O)Cc2ccc3c(c2)OCO3)nc1-c1ccc2c(c1)CCN2C(=O)c1ccc(F)cc1	3	-8	-1	3	1	13	38	27	-8	0	33
O=C(Cc1c(F)cccc1Cl)N1CCN(C(=O)c2ccco2)CC1	-4	0	-11	0	15	-2	-12	16	-5	2	-5
c1csc(-c2nc3c4ccccc4c4ccccc4c3[nH]2)c1	-8	-4	18	2	69*	9	-6	-9	-17	26	-22
Cc1ccc(SCC(=O)NC(=O)c2ccccc2Br)c(C)c1	-8	-1	2	-1	-17	16	1	-12	-7	-1	-1
Cc1cc(=O)[nH]c(SCC(=O)Nc2ccc(F)cc2)c1C#N	-11	·	14	-19	-13	5	6	-4	-23	-5	-9
CC(C)(C)c1cc(NCc2ccccn2)n2ncc(-c3ccccc3)c2n1	-1	-13	-41	-9	8	-29	-11	4	29	16	-22
COc1ccc(CN(C)C(=O)CCl)cc1	-6	4	17	-4	5	42	1	-14	-9	0	-17
CC(C)NC(=S)Nc1ccc(Oc2ccccc2)cc1	-2	7	-13	-13	-10	-10	1	-10	-17	-2	-2
CCCCC[C@H]1CN(Cc2ccccc2)C(=O)[C@@H]1CC(=O)NCc1ccccc1	5	-2	21	10	26	10	10	16	6	2	-9
COc1cccc(CNC(=O)CCS(=O)(=O)c2cccc3nonc23)c1	7	-1	-28	6	0	-17	3	6	-3	2	-8
CCn1c(=S)[nH]c2cc(C(=O)OC)ccc2c1=O	10	-1	28	-3	3	11	3	-2	10	1	0
CCOC(=O)C1=C(N)Oc2c(oc(CO)cc2=O)C1c1ccc(F)cc1 (stereo unspecified)	-4	-4	-18	-3	29	14	16	-1	-5	-3	13

The list is partial, so the mix of outcomes need not match the whole.
